NALP1 yeast inh – NALP1 inflammasome inhibitors in reconstituted yeast, colorimetric, S. cerevisiae, triplicate retest; S. cerevisiae NALP1/ASC/caspase-1 growth, X-gal OD620, 72 h; inhibition, % at 10 µM; 0.61% of 280,000 active; AID 2071, 2009; in the data active = inhibition mostly above about 24%, no sharp cut-off; inactive = mostly below about 32%; also: some compounds called inactive have numbers as strong as hits
MEKK2mut PB1 HTS – MEK5 binding signal on mutant MEKK2 PB1, primary screen, biochemical, multiplex bead flow cytometry, Alexa488-MEK5; Alexa488-MEK5 binding to MEKK2 mutant; percent response, % at 10 µM; 0.35% of 290,000 active; in the data active = percent response above about 24%, passing the limit was not always enough; also: inactives centre near 1; some results filed as inactive read as strong as hits; reference of the scale not given here
GPR7 antag – GPR7 receptor antagonists, primary screen, cell-based, fluorescence, single concentration | Neuropeptides B/W receptor type 1 (Homo sapiens), P48145 | GPR7-expressing cells, fluorescence antagonist assay | inhibition, % at 4.4 µM | 1.1% of 290,000 active | AID 1861, 2009; in the data active = inhibition above about 16%, passing the limit was not always enough;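 also: cells stimulated with the agonist NPW; 0% = agonist with vehicle and 100% = vehicle without agonist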
Target sequence (P48145 whole entry, looked up): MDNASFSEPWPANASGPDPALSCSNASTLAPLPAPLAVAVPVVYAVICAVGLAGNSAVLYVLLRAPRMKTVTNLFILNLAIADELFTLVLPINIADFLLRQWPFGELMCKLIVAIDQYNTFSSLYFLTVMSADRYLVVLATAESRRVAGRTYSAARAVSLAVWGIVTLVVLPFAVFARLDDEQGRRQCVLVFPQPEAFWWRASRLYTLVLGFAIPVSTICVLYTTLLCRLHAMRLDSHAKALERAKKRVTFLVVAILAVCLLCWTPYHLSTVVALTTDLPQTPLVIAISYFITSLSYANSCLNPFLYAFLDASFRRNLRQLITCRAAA
MEKK3 PB1 HTS – modulators of MEKK3-MEK5 PB1 binding, primary screen, biochemical, wildtype MEKK3, multiplex bead flow cytometry, Alexa488-MEK5. Mitogen-activated protein kinase kinase kinase 3 (Homo sapiens), Q99759. bead-based flow cytometry, Alexa488-MEK5 binding to MEKK3; actives lie on both sides; 0 = blocked by unlabeled MEK5, 100 = vehicle. binding response (% of control), % at 10 µM. 1.4% of 290,000 active. AID 1529, 2009;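 active = binding response more than 3 SD above or below the average of its plate-row segment, actives on both sides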;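 also: Alexa488 bead fluorescence after subtracting the streptavidin-only scavenger bead signal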
MEKK2wt PB1 HTS – modulators of MEK5 binding to wildtype MEKK2, primary screen, biochemical, multiplex bead flow cytometry, Alexa488-MEK5 | Mitogen-activated protein kinase kinase kinase 2 (Homo sapiens), Q9Y2U5 | Alexa488-MEK5 binding to MEKK2 WT; actives lie on both sides | binding response (% of control), % at 10 µM | 1.1% of 290,000 active; in the data active = binding response below about 67% or above about 130%
FID counter – compounds displacing fluorescent DNA intercalator, primary screen, artefact control for HCV NS3 helicase inhibitor project, biochemical, FID fluorescence; inhibition, % at 7.9 µM; DNA fluorescent intercalator displacement; AID 1845, 2009; 0.17% of 290,000 active; in the data active = inhibition above about 37%;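 also: 0% = vehicle and 100% = reference compound; higher means more ethidium bromide displaced from hairpin DNA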
PHOSPHO1 inh – PubChem AID 1565. Phosphoethanolamine/phosphocholine phosphatase (Homo sapiens), Q8TCT1. recombinant PHOSPHO1, absorbance phosphatase assay. inhibition, % at 13.3 µM. 1.1% of 290,000 active; in the data active = inhibition above about 60%
Target sequence (Q8TCT1 whole entry, looked up): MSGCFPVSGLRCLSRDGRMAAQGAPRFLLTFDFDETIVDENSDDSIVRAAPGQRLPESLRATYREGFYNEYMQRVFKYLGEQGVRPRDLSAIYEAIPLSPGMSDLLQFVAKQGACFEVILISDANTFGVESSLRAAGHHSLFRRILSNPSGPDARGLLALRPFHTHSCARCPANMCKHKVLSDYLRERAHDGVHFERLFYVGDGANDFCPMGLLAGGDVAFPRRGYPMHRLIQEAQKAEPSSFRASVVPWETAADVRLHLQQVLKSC
M18AAP inhibitor – PfM18AAP inhibitors, malaria aminopeptidase, primary screen, biochemical, QFRET, recombinant enzyme | M18 aspartyl aminopeptidase (Plasmodium falciparum 3D7) | H-Glu-NHMec fluorogenic cleavage | inhibition, % at 7.35 µM | 1.2% of 290,000 active | AID 1822, 2009;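 active = inhibition above the campaign mean inhibition over all tested compounds plus 3 SD, cut at about 28% in these data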;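 also: 0% = plate median of test compound wells and 100% = 2 mM ZnCl2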
OXTR agonist – human OXTR agonists, primary screen, fluorescence, CHO-OTR cells, Fluo-8 calcium. 0.32% of 320,000 active. Fluo-8 calcium fluorescence; normalized: DMSO 0%, oxytocin 100%. activation, % at 3 µM. Oxytocin receptor (Homo sapiens), P30559;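 active = activation above the mean of all tested compounds plus 3 SD, cutoff set per screening run, cut at about 20% in these data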;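 also: peak over basal fluorescence ratio from a 100 s FLIPR kinetic read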
Target sequence (P30559 whole entry, looked up): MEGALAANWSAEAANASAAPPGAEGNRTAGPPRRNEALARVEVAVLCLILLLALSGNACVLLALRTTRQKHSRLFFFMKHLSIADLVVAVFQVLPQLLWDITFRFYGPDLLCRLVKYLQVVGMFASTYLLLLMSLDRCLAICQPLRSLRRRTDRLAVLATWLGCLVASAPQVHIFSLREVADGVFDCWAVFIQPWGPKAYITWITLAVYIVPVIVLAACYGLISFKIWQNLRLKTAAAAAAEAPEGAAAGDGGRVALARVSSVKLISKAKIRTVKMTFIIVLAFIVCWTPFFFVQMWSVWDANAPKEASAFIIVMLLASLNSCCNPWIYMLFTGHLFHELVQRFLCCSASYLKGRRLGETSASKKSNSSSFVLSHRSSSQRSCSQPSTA
The depositor's hits bear a star; nt = no result given; & = joins results of further samples; ! = not confirmed by another sample; [ ] = dose if it differs, or a comment.

SMILES | NALP1 yeast inh | MEKK2mut PB1 HTS | GPR7 antag | MEKK3 PB1 HTS | MEKK2wt PB1 HTS | FID counter | PHOSPHO1 inh | M18AAP inhibitor | OXTR agonist
Clc1ccccc1CSC1=NCCN1 | 3 | 4 | -9 | 101 | 103 | -11 | 13 | -3 | 1.0
Cc1c(/C=C/C(=O)c2ccc(O)cc2)cnn1C | 27 | 8 | -5 | 103 | 107 | -6 | 16 | -3 | 2.8
O=C(NCc1ccncc1)C(F)(F)C(F)(F)C(=O)NCc1ccncc1 | 4 | 3 | 12 | 105 | 104 | 1 | -48 | 0 | 1.7
Cc1ccc(OCC(=O)NC(C)c2ccccc2)c([N+](=O)[O-])n1 (configuration not stated) | 22 | -2 | -17 | 100 | 95 | 5 | 32 | 5 | 0.8
O=C(CSc1n[nH]c(-c2cccnc2)n1)Nc1ccccc1C(F)(F)F | 6 | 0 | -5 | 100 | 98 | -10 | 22 | 14 | 0.3
Cc1ccc(CN(C(=O)c2ccco2)C(C(=O)NC2CCCC2)c2cccnc2)cc1 (configuration not stated) | -4 | 1 | 6 | 89 | 90 | -1 | -16 | 2 | -0.6
CC(=O)Nc1ccc(C(=O)NNC(=O)c2ccc(Cl)cc2)cc1 | 14 | 1 | -7 | 103 | 104 | -4 | -29 | -5 | -0.8
COc1cccc(CN(C(=O)/C=C/c2ccc(Cl)cc2)C2CCS(=O)(=O)C2)c1 (configuration not stated) | 1 | -3 | 2 | 97 | 93 | 0 | -23 | -1 | -1.5
CCOC(=O)NC1(Nc2ccc(Cl)cn2)Oc2ccccc2O1 | -9 | -2 | 7 | 97 | 95 | 3 | 9 | 57* | nt
O=C(CN1C(=O)c2ccccc2S1(=O)=O)Nc1ccc(S(=O)(=O)N2CCCCCC2)cc1 | 13 | -1 | -1 | 108 | 106 | -29 | -27 | 4 | 0.8
CN(CCC#N)C(=O)COC(=O)C1c2ccccc2Oc2ccccc21 | 3 | 1 | -7 | 101 | 102 | -19 | 28 | 6 | 2.4
O=C1C(=O)N(CCCn2ccnc2)C(c2cccc(Br)c2)/C1=C(\O)c1ccc2c(c1)OCCO2 (configuration not stated) | 1 | -3 | -3 | 95 | 94 | -46 | 22 | -9 | 0.3
CCN(C(=O)CSc1nnc(-c2ccc(Cl)cc2)n1C)C1CCS(=O)(=O)C1 (configuration not stated) | 13 | -7 | 4 | 102 | 91 | -10 | 2 | -16 | -0.4
CC1CCN(c2ccc([N+](=O)[O-])cc2C(N)=O)CC1 | 2 | -5 | 15 | 100 | 95 | 3 | 10 | -13 | -1.3
COc1cc([N+](=O)[O-])cc(/C=N/NC(=O)C(C)Nc2cccc(C)c2)c1O (configuration not stated) | 13 | 1 | -3 | 112 | 97 | -4 | -3 | 2 | -1.6

M18AAP inhibitor, what is marked active above.
canonical_smiles,NALP1 yeast inh,MEKK2mut PB1 HTS,GPR7 antag,MEKK3 PB1 HTS,MEKK2wt PB1 HTS,PHOSPHO1 inh,M18AAP inhibitor
CCOC(=O)NC1(Nc2ccc(Cl)cn2)Oc2ccccc2O1,-9,-2,7,97,95,9,57*

Further structures
SMILES | NALP1 yeast inh | MEKK2mut PB1 HTS | GPR7 antag | MEKK3 PB1 HTS | MEKK2wt PB1 HTS | FID counter | PHOSPHO1 inh | M18AAP inhibitor | OXTR agonist
Cc1ccc(-c2n[nH]c(=S)n2/N=C/C=C/c2ccccc2[N+](=O)[O-])cc1 | 4 | 0 | -9 | 100 | 101 | -8 | 99* | 7 | -2.2
O=Cc1cc(CCC(=O)O)ccc1O | 21 | 1 | -10 | 100 | 103 | -10 | -19 | 5 | -0.3
CCCNC(=O)N1CCN(C(=O)NCCC)CC1 | 5 | 3 | -1 | 105 | 109 | -1 | 3 | 0 | -0.3
COc1ccc(NC(=O)NC2(C(=O)N3CCCCC3)CCCCC2)cc1 | 2 | 1 | -13 | 102 | 96 | -9 | 18 | 7 | 0.4
COC(=O)c1cc(S(=O)(=O)N2CCN(Cc3ccccc3)CC2)cn1C | -4 | -2 | -2 | 102 | 99 | -16 | 23 | -3 | -1.2
CN(CC(=O)Nc1ccccc1Cl)C(=O)C1CCN(C(=O)c2ccc(Cl)cc2)CC1 | 11 | 4 | -13 | 100 | 103 | -30 | 4 | -5 | 0.7
Cn1c(CCCCCN)nc2ccccc21 | -29 | 8 | 2 | 111 | 125 | 0 | -21 | -14 | 1.4
CC(C)OCCCNC(=O)CN1C(=O)/C(=C/c2ccccc2F)Oc2ccccc21 | -4 | 1 | -10 | 102 | 99 | -32 | 31 | -19 | -1.1
COc1cccc(NC2=NCCCCC2)c1 | 10 | 3 | -15 | 100 | 105 | -1 | 36 | -7 | 0.3
CCOCCCNC(=O)c1c(C)c(C(=O)OCC)n(C)c1C | nt | 0 | -3 | 92 | 98 | -3 | -14 | -5 | 0.3
Cc1n[nH]c(C)c1S(=O)(=O)N1CCCC(C(=O)Nc2ccc(Br)cc2)C1 (configuration not stated) | -11 | -1 | 1 | 101 | 95 | -16 | 15 | -3 | 3.6
O=C(O)C1Cc2[nH]cnc2C(c2ccccc2O)N1 (configuration not stated) | 27 | -1 | -6 | 60*[inhibitor] | 92 | -3 | 3 | 0 | -0.2
COc1ccc(Cn2ccnc2SCC(=O)Nc2ccccc2F)cc1 | 6 | 0 | 11 | 104 | 100 | -20 | 18 | -4 | -1.2
O=C(c1ccc(-c2ccccc2)cc1)N1CCN(c2ccccn2)CC1 | 2 | -7 | -3 | 94 | 91 | -35 | 49 | -2 | -1.6
COc1ccc2c(=O)c(-c3ccccc3C)c(C)oc2c1 | 11 | 12 | -6 | 102 | 103 | -15 | 6 | 6 | -2.2

Arranged by value in MEKK3 PB1 HTS (rising): 4 from the list above.
| molecule | MEKK3 PB1 HTS |
| --- | --- |
| CCOCCCNC(=O)c1c(C)c(C(=O)OCC)n(C)c1C | 92 |
| Cc1n[nH]c(C)c1S(=O)(=O)N1CCCC(C(=O)Nc2ccc(Br)cc2)C1 (configuration not stated) | 101 |
| CC(C)OCCCNC(=O)CN1C(=O)/C(=C/c2ccccc2F)Oc2ccccc21 | 102 |
| COc1ccc(Cn2ccnc2SCC(=O)Nc2ccccc2F)cc1 | 104 |

Further compounds follow.
SMILES | NALP1 yeast inh | MEKK2mut PB1 HTS | GPR7 antag | MEKK3 PB1 HTS | MEKK2wt PB1 HTS | FID counter | PHOSPHO1 inh | M18AAP inhibitor | OXTR agonist
CSCCC(NS(=O)(=O)c1ccc(Cl)cc1)C(=O)OCc1cccc(Cl)c1 (configuration not stated) | 27 | 1 | -4 | 102 | 113 | -21 | -3 | 4 | 0.1
Cn1c(=O)[nH]c(=O)c2c1nc1n2CCS1 | -6 | -3 | -6 | 102 | 95 | 0 | 44 | -2 | 0.7
COC(=O)c1ccc(NC2CC(=O)N(c3ccccc3C)C2=O)cc1 (configuration not stated) | 3 | 7 | -3 | 106 | 106 | -4 | -40 | -5 | 0.0
O=C(CCC(=O)Nc1ccccc1)N/N=C/c1ccco1 | 5 | -2 | -7 | 89 | 97 | 0 | -3 | 5 | -0.5
CCOC(=O)c1[nH]c2cc3c(cc2c1CCCN1C(=O)c2ccccc2C1=O)OCCO3 | -6 | -7 | 1 | 101 | 93 | 0 | 14 | -9 | -0.1
COC(=O)C1=C(C)NC(c2c(O)ccc3ccccc23)C(C(=O)OC)=C1C (configuration not stated) | 22 | -2 | 0 | 98 | 102 | -4 | 4 | 1 | 1.2
O=C(N/N=C1\CC(c2ccccc2)Oc2ccccc21)c1cccnc1 (configuration not stated) | 13 | -4 | 1 | 100 | 92 | -10 | 44 | 3 | -0.9
c1ccc2c(c1)CC1(CCCC1)n1nnnc1-2 | 12 | 1 | -8 | 97 | 100 | -3 | -2 | 1 | -0.6
Cc1cc(NC(=O)CSc2nc3ccccc3c(=O)n2CCCC(=O)NCc2ccco2)n[nH]1 | -7 | 0 | 7 | 99 | 99 | -26 | -5 | 4 | -0.6
CCNC(=S)NNC(=O)c1cc(-c2ccc(OCC)cc2)nc2ccccc12 | 3 | -6 | -17 | 83 | 87 | -15 | -12 | 0 | 3.4
CCC(C)(C)NC(=O)CN(C(=O)C(=O)Nc1ccc2c(c1)OCCO2)C(C)(C)CC | 12 | 1 | -7 | 107 | 98 | -26 | 33 | -2 | -2.3
O=C(Nc1ccc2oc(-c3cccnc3)nc2c1)c1ccc([N+](=O)[O-])o1 | -2 | -14 | -1 | 88 | 84 | 0 | 45 | -10 | nt
Cn1cccc1C(=O)NCCc1ccccc1 | 1 | -3 | 1 | 99 | 97 | -3 | 24 | 7 | 0.8
C/C(=N\NC(=O)CCC(=O)Nc1ccc(C)c(C)c1)C1CC1 | 13 | 4 | -4 | 99 | 102 | -28 | 31 | 2 | nt
Cc1nn(C)cc1/C=N/NC(=S)Nc1ccc(Cl)cc1Cl | 16 | -1 | -4 | 94 | 94 | -5 | -19 | 11 | 2.5
COc1ccc(OC)c(C2C(C(=O)Nc3cccnc3)=C(C)NC3=C2C(=O)CCC3)c1 (configuration not stated) | 37 | 3 | -9 | 103 | 102 | -7 | 4 | -5 | 1.3
CCN(Cc1cc2ccccc2[nH]c1=O)C(=O)C1CCCCC1 | 15 | 0 | -4 | 101 | 97 | -21 | -29 | -5 | 1.9
Cc1ccccc1NC1=NC(=S)N(c2ccccc2)C12CCCCC2 | 16 | -1 | -6 | 96 | 100 | -28 | 21 | -2 | -3.0
CC1CCCCC1NC(=O)COC(=O)c1c2c(nc3ccccc13)/C(=C/c1ccco1)CC2 (configuration not stated) | 34 | -2 | -4 | 98 | 90 | -12 | -5 | 11 | -1.4
CCOc1ccc(N2C(=O)CC(N(CCc3ccccc3)C(=O)/C=C/C(=O)O)C2=O)cc1 (configuration not stated) | 2 | -7 | -10 | 96 | 92 | -39 | -8 | -6 | 0.7
Cc1ccc(NS(=O)(=O)c2ccc(OCC(N)=O)cc2)cc1 | 1 | -6 | 1 | 98 | 94 | -6 | -8 | 4 | -0.5
Cc1cc(NC(=O)CCN2C(=O)/C(=C\c3ccccc3Cl)SC2=S)no1 | 4 | -14 | 4 | 95 | 85 | -1 | -5 | 2 | -1.3
COc1ccc(/C(=C/c2ccc(OC(F)F)c(OC)c2)C(=O)O)cc1OC | 14 | 0 | -13 | 128* | 105 | -12 | -1 | -8 | -0.5
Cc1ccc(-c2nn(-c3ccccc3)cc2C(=O)O)o1 | 5 | -10 | -11 | 98 | 88 | -24 | -61 | 11 | -0.1
CCOC(=O)c1cn(-c2ccccc2)nc1-c1ccncc1 | -3 | 2 | -7 | 106 | 103 | -23 | 5 | -10 | -1.5
Cc1ccc(S(=O)(=O)N2CCN(Cc3nc4ccccc4n3C)CC2)cc1 | -8 | nt | -13 | nt | nt | -25 | 14 | 1 | 3.1
CC(C)OCCOc1ccc2oc(-c3ccco3)cc(=O)c2c1 | 4 | 5 | -2 | 106 | 107 | -20 | 36 | 1 | -0.4
Cc1ccccc1NS(=O)(=O)c1cc(C(=O)N2CCCC2)ccc1C | 39 | 0 | -8 | 99 | 95 | -15 | 11 | 2 | -0.7
CCCCCCCCCCOC(=O)Cn1c(COc2ccc(OC)cc2)[n+](C)c2ccccc21 | 22&19 | 80* | 79* | 120&113 | 256* | 23&35 | 48&24 | 2&-1 | 22*!
CCOC(=O)c1sc(=S)n(C)c1NC(=O)c1ccc(OC)cc1 | 19 | -7 | -4 | 91 | 95 | -1 | -100 | -12 | -1.0
